# Cardio protect – modulators protecting cardiomyocytes from myocardial damage; H9c2 cardiomyocytes, H2O2 injury protection, ATPLite, 2 h; protection from H2O2 cell death, % at 20 µM; actives 0.63% (n = 360,000); AID 588492;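 active = compounds giving at least 50% protection of heart cells from peroxide-induced death in the single-dose screen, raw or plate-pattern-corrected value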;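 also: 0% = DMSO wells with peroxide and 100% = DMSO wells without peroxide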
# aDG glyco up – increases alpha dystroglycan glycosylation; AID 624168; actives 0.22% (n = 360,000); activation, % at 10 µM; Pro5-aDG cells, alpha-DG glycosylation AlphaScreen (IIH6); 0% Pro5, 100% B10-LARGE cell signal;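 active = activation of at least 8% versus controls, or a plate z-score of at least 8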;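 also: Pro5 are CHO cells carrying HIG-tagged alpha-DG that lacks glycosylation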
# CaV13 FRET inh – Disruptors of the CACNA1D IQ motif to Ca2+-dependent inactivation inhibitor domain association, primary screening, Förster resonance energy transfer in intact living …. actives 0.098% (n = 340,000). HEK cells, CFP/YFP FRET ICDI-IQ, plate reader, 10 min; percent FRET-ratio fall versus neutral wells. inhibition, % at 12.3 µM;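 active = mean replicate inhibition of at least 30% and at least 1% of replicates passing that level; inconclusive = only one of the two criteria is met; inactive = neither criterion is met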;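 also: 0% = median of the neutral control wells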
# MC4R antag cAMP – antagonists of human melanocortin 4 receptor (MC4R); inhibition, % at 6.5 µM; actives 0.48% (n = 360,000); MC4R-expressing cells, MTII-stimulated cAMP, LANCE TR-FRET;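 active = inhibition above its plate's cutoff, the mean of tested wells on that plate plus 3 SD, cut at about 29% in these data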;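 also: 0% = Melanotan II alone and 100% = Melanotan II plus saturating MCL0020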
# Target sequence (P32245 whole entry, looked up): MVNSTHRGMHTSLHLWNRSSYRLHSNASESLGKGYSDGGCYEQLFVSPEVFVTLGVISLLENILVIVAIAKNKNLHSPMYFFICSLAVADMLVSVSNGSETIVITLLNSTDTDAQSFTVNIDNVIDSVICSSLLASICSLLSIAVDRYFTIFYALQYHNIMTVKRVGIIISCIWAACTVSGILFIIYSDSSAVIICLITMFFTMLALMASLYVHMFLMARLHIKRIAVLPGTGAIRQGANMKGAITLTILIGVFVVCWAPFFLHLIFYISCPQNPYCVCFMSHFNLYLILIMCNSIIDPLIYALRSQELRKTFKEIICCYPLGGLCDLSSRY
#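 Assay system: U2OS cells stably expressing human melanocortin 4 receptor (MC4R) / Dosing: 6.5 µM / Timing: compound 30 min, challenge 1 h, detection 1 h / Measured by: Eu-cAMP/anti-cAMP TR-FRET, emission 671 nm / Replicates: singlicate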
# PDI turbidity – inhibitors of human protein disulfide isomerase. actives 0.052% (n = 350,000). PDI insulin aggregation turbidity, A650, 90 min. P07237. inhibition, % at 10 µM. AID 588391;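 active = mean inhibition across replicates of 30% or more, whatever share of single replicates reach that level; inconclusive = mean inhibition below 30% while every single replicate reaches 30%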;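 also: absorbance from insulin aggregation driven by PDI reduction with DTT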
# Target sequence (P07237 whole entry, looked up): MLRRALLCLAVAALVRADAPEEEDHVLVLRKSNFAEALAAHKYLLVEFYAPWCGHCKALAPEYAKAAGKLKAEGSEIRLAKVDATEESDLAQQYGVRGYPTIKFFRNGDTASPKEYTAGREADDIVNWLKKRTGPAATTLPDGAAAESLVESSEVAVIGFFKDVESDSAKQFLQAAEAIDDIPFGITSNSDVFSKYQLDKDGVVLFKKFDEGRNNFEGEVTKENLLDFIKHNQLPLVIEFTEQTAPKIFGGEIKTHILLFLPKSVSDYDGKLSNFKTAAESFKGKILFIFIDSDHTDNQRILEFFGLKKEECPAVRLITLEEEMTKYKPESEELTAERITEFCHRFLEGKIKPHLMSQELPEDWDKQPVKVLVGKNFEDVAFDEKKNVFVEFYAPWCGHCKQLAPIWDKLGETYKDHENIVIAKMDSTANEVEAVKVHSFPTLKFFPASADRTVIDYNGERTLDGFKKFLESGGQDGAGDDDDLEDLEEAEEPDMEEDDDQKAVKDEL
# MC4R barr agon – activates human MC4R beta-arrestin recruitment | U2OS MC4R beta-arrestin complementation, luminescence; percent of melanotan II response, DMSO zero | actives 0.98% (n = 360,000) | activation, % at 8.9 µM | P32245 | AID 540308;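 active = activation above a per-plate cutoff, the mean activation of sample wells on that plate plus 3 SD, cut at about 8% in these data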
# Glyco luc inh – blocks N-linked glycosylation in D54 reporter cells; D54 ERlucT glycosylation luciferase reporter, 24 h; percent of 100 nM tunicamycin response; reporter increase, % at 12.5 µM; actives 0.23% (n = 360,000); AID 588692;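 active = mean luciferase reporter signal, scaled so untreated is 0 and the glycosylation-blocking control 100, at or above a set limit in every replicate; inconclusive = mean reaches the limit but not every replicate does; inactive = mean below the limit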;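 also: luciferase carries N-glycosylation sites so blocking glycosylation raises the light; 0% = median of neutral control wells and 100% = median of 100 nM tunicamycin wells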
# HTR2A ag – mouse HTR2A agonism via beta-arrestin recruitment; actives 0.66% (n = 360,000); P35363; CHO-K1 mHTR2A beta-arrestin complementation, luminescence; percent of 30 µM serotonin response; activation, % at 7.6 µM; AID 624169;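 active = activation above a run cutoff, the mean activation of all tested compounds plus 3 SD, cut at about 14% in these data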;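 also: 0% = plate median of compound wells and 100% = 30 µM serotonin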
# Vif imaging – blocks HIV Vif function; HEK293T cells, Vif self-association by quenched fluorescence, imaging, 24 h; inhibition, % at 7.49 µM; actives 0.35% (n = 340,000); AID 602346; in the data active = inhibition above about 50%, passing the limit was not always enough; inconclusive = no clear call, values can overlap the other calls; inactive = below about 31%; also: some results filed as inactive read as strong as hits
# ABCB6 inh 2 – blocks the human ABCB6 transporter | fluorescence ratio to DMSO, % at 10 µM | actives 0.19% (n = 360,000) | K562-ABCB6 porphyrin accumulation, flow cytometry, 1 h; stronger effect = lower value;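 active = fluorescence ratio to DMSO below 75%, the collection mean minus 3 SD; inconclusive = too few cells collected in the well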;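 also: signal is porphyrin accumulated inside mitochondria; 100% equals median channel fluorescence of DMSO control wells; lower ratio means ABCB6 inhibition with less porphyrin fluorescence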
# Active calls of the source: *; u = inconclusive; x = not tested or not shown.
SMILES,Cardio protect,aDG glyco up,CaV13 FRET inh,MC4R antag cAMP,PDI turbidity,MC4R barr agon,Glyco luc inh,HTR2A ag,Vif imaging,ABCB6 inh 2
COc1ccccc1N1C(=O)C2CC=CC(C)C2C1=O (stereo not drawn),1.4,-0.1,x,-1.6,1.5,-2.0,-1.1,-1.6,-2.1,102.0
Cc1cc(NC(=O)c2cc(S(=O)(=O)N3CCCCC3)ccc2C)n(-c2ccccn2)n1,11.0,-0.1,-2.2,1.5,7.7,-0.3,-0.4,1.3,-2.3,96.0
CCOCCCN(C(=O)CNC(=O)c1ccco1)C(C(=O)NC1CCCC1)c1cccc(OC)c1 (stereo not drawn),5.1,-0.1,-3.0,3.4,-10.8,-1.5,-0.9,-0.8,23.5,95.0
CCOC(=O)NC(=O)c1cn(CCNCCO)c(=O)[nH]c1=O,-1.0,0.1,-6.3,5.6,-4.7,-2.2,-1.2,-3.8,5.3,102.0
Cc1csc(NC(=O)CS(=O)(=O)c2ccccc2)n1,-1.6,0.8,-3.2,-2.1,9.2,0.5,1.0,11.7,4.3,100.0
CC(CN1CCN(C)CC1)OC(=O)c1cccc(Cl)c1 (stereo not drawn),6.8,-0.1,2.0,-3.0,1.2,-2.2,-0.1,-7.7,3.1,98.0
Cc1cccc(C(=O)N(c2ccccn2)C(C)c2ccco2)c1 (stereo not drawn),3.2,0.5,-1.3,-1.8,4.1,-1.7,0.1,0.3,20.1,92.0
COc1ccc(CCNC(=O)Nc2nc(C(N)CCc3ccccc3)cs2)cc1OC (stereo not drawn),9.7,0.2,-4.0,3.2,0.7,4.2,2.4,-5.2,-2.3,95.0
Cc1ccccc1N1C(=O)CC(Nc2ccc3c(c2)OCO3)C1=O (stereo not drawn),-5.2,-0.1,-3.9,3.2,6.4,-1.1,1.7,0.3,-1.6,101.0
O=C(c1ccc([N+](=O)[O-])cc1)N(Cc1ccc(Br)cc1)N1C(=O)CCCC1=O,-2.6,0.0,-3.1,43.8*,-14.3,9.1*,0.7,1.6,0.0,100.0
CCC(C)N1CCN(S(=O)(=O)Cc2ccccc2)CC1 (stereo not drawn),-0.9,-0.1,-2.7,5.7,-6.1,2.2,0.7,4.9,-9.5,96.0
Cn1c(C(C(=O)NCC2CCCO2)N(CCc2ccccc2)C(=O)Cn2nnc3ccccc32)nc2ccccc21 (stereo not drawn),8.9,0.0,-1.9,2.9,5.1,1.2,-1.5,4.7,-3.6,103.0
COc1ccc(NS(=O)(=O)c2cccc(C(=O)NNC(=O)c3cc(C)oc3C)c2)cc1,-0.2,0.1,-3.6,19.1,7.7,-1.3,2.1,-3.2,2.8,103.0
CN(CC(=O)Nc1c(Cl)cccc1Cl)C(=O)CNC(=O)c1ccco1,6.6,-0.1,-5.4,1.4,-9.7,0.9,-1.0,12.7,-6.6,95.0
c1cnc(N2CCSCC2)nc1,9.4,-0.1,x,5.4,1.6,-2.2,1.8,5.4,-2.9,102.0
O=c1c2ccccc2nnn1CSc1nnc(C2COc3ccccc3O2)n1-c1ccccc1 (stereo not drawn),37.4,-0.1,-5.4,4.8,10.0,0.2,-2.2,2.0,-3.9,99.0
O=C(CN1C(=O)NC2(CCCc3ccccc32)C1=O)c1ccc(Br)cc1 (stereo not drawn),-4.4,-0.1,-5.6,6.3,-4.9,-1.6,-0.8,2.1,0.7,95.0
CCCc1cc(=O)oc2cc3occ(C)c3cc12,2.8,0.1,-4.0,-4.4,-9.8,-1.1,x,1.0,x,90.0
COc1ccc(C2=NOC(Cn3nc(-c4ccccc4)cc3C(=O)O)C2)cc1 (stereo not drawn),-5.8,-0.1,-3.4,3.3,-5.6,0.7,-0.2,1.2,-4.4,93.0
O=C(c1cccc(C(=O)N2CCN(c3ccccc3F)CC2)n1)N1CCN(c2ccccc2F)CC1,6.7,0.0,-4.8,11.6,0.6,0.3,-0.4,-1.3,-21.9,96.0
Cc1ccc(NC(=O)CC2OC(=O)c3ccccc32)cc1S(=O)(=O)N1CCOCC1 (stereo not drawn),1.1,-0.1,-5.0,18.5,-0.8,2.8,-0.8,-2.4,-2.3,100.0
CC(=O)Nc1ccc(-c2noc(-c3csc([C@@H]4C[C@H](O)[C@@H](CO)O4)n3)n2)cc1,4.5,-0.3,-11.1,4.6,-2.8,-1.3,-0.9,-4.7,x,95.0
CCOC(=O)CSc1nc2cc(C(=O)N3CCCC3)ccc2c(=O)n1Cc1ccccc1,15.9,0.5,-4.3,10.1,-4.3,-0.1,-1.8,-0.2,-3.2,99.0
CC(=O)C[C@H](O)CC(=O)[C@H]1OC(=O)CCCCCCc2ccccc21,14.1,-0.2,-3.9,1.4,6.4,-1.2,2.7,-0.8,u,102.0
COc1cccc(/C=C2\SC(=S)N(CCCC(=O)Nc3ccc(C(=O)O)cc3)C2=O)c1,-3.3,-0.1,-7.0,-1.4,-15.7,-4.0,0.4,-0.7,-3.7,96.0
Cc1ccc(NC2=CC(=O)CCC2)cc1C,-1.7,0.1,-5.2,-4.0,-3.9,-1.3,0.7,-5.8,-17.3,101.0
CC/C(=N/NC(=O)c1ccccc1O)c1c(C)[nH]n(-c2ccccc2)c1=O,8.6,-0.3,-2.6,-1.3,0.3,-1.1,-1.0,-0.7,-1.3,118.0
CCCN1CCC(C)(C(=O)Nc2cccc(OC(C)C)c2)C1 (stereo not drawn),1.4,0.3,-4.7,-2.0,0.6,1.0,0.0,-6.8,3.4,99.0
Cn1c(=O)c2[nH]c(CNc3ccc(C(=O)O)cc3)nc2n(C)c1=O,0.5,0.0,-4.7,12.4,-5.5,-0.4,3.5,-9.1,-11.4,102.0
COc1ccc(-n2nnc3c(=O)n(CC(=O)Nc4ccc5c(c4)OCCO5)cnc32)cc1OC,-6.0,0.2,-3.0,5.2,-2.6,-5.4,-0.3,8.1,-1.0,92.0
CCCC(C)NC(=O)CSc1nc2ccc(C)cc2[nH]1 (stereo not drawn),9.5,-0.1,-3.2,10.0,0.1,-1.7,0.5,-0.5,-2.3,94.0
CCCC(=O)Oc1ccc2c(C)cc(=O)oc2c1,41.9,0.1,-5.4,1.2,3.6,-2.1,0.4,6.3,6.2,90.0
Cc1csc(NC(=O)c2ccccc2C(=O)O)n1,7.2,0.1,-4.8,2.8,7.6,-0.9,2.2,4.2,2.9,97.0
Cc1onc(-c2ccccc2)c1C(=O)NC1CCCCC1C (stereo not drawn),2.7,-0.3,-9.7,4.6,-5.8,-2.1,0.4,-4.4,x,97.0
CN(C)c1nc(C(=O)O)nc(N2CCOCC2)n1,35.1,0.0,-3.1,0.6,2.8,-2.0,-1.3,-0.3,-2.8,99.0
CN1CCN(C(=O)CCN2C(=O)/C(=C/c3ccccc3Cl)SC2=S)CC1,-4.8,1.0,-5.1,-9.4,-4.0,0.9,6.3,-3.3,4.9,100.0
O=C(c1ccoc1)N1CCN(c2cc(-c3cccc(F)c3)nc3cc(-c4cccc(Cl)c4)nn23)CC1,-14.8,0.6,-5.7,11.4,7.0,0.0,-12.4,4.2,-0.3,93.0
O=C(Cc1ccccc1)NCC1OCCc2ccccc21 (stereo not drawn),1.1,-0.1,6.9,-8.2,0.0,-2.0,0.4,0.6,2.3,93.0
C/C(=N\Nc1nc(N2CCCCC2)nc(N2CCOCC2)n1)c1cccs1,2.1,-0.5,1.0,5.7,9.1,1.7,0.0,-4.2,10.9,102.0
Cc1ccc(N2CC(C(=O)OCc3ccccc3F)CC2=O)cc1 (stereo not drawn),2.3,-0.1,-0.4,2.5,2.3,2.8,2.5,-3.9,2.2,96.0
CCN(CC)C(=O)CSc1nc2cc3c(cc2c(=O)n1Cc1ccco1)OCO3,2.6,0.3,-7.4,12.6,-3.5,-0.2,0.0,1.6,-5.5,95.0
N#CC1(Nc2ccc(C(=O)O)cc2)CCCC1,-6.9,0.1,-6.3,7.3,3.6,-1.2,-2.1,3.4,1.9,102.0
Cc1cc(/C=C2\SC(=O)NC2=O)c(C)n1-c1ccc(N(C)C)cc1,-0.1,0.2,6.1,1.1,17.0,-1.2,1.1,7.6,22.2,97.0
COc1ccc(CC(=O)Nc2ccc(S(=O)(=O)Nc3cc(C)nc(C)n3)cc2)cc1OC,2.9,-0.1,-8.1,3.1,-6.4,2.5,3.1,3.2,6.1,100.0

# Structures from the list above that have a furan ring, fused or not, in the order listed:
SMILES,Cardio protect,aDG glyco up,CaV13 FRET inh,MC4R antag cAMP,PDI turbidity,MC4R barr agon,Glyco luc inh,HTR2A ag,Vif imaging,ABCB6 inh 2
CCOCCCN(C(=O)CNC(=O)c1ccco1)C(C(=O)NC1CCCC1)c1cccc(OC)c1 (stereo not drawn),5.1,-0.1,-3.0,3.4,-10.8,-1.5,-0.9,-0.8,23.5,95.0
Cc1cccc(C(=O)N(c2ccccn2)C(C)c2ccco2)c1 (stereo not drawn),3.2,0.5,-1.3,-1.8,4.1,-1.7,0.1,0.3,20.1,92.0
COc1ccc(NS(=O)(=O)c2cccc(C(=O)NNC(=O)c3cc(C)oc3C)c2)cc1,-0.2,0.1,-3.6,19.1,7.7,-1.3,2.1,-3.2,2.8,103.0
CN(CC(=O)Nc1c(Cl)cccc1Cl)C(=O)CNC(=O)c1ccco1,6.6,-0.1,-5.4,1.4,-9.7,0.9,-1.0,12.7,-6.6,95.0
CCCc1cc(=O)oc2cc3occ(C)c3cc12,2.8,0.1,-4.0,-4.4,-9.8,-1.1,x,1.0,x,90.0
O=C(c1ccoc1)N1CCN(c2cc(-c3cccc(F)c3)nc3cc(-c4cccc(Cl)c4)nn23)CC1,-14.8,0.6,-5.7,11.4,7.0,0.0,-12.4,4.2,-0.3,93.0
CCN(CC)C(=O)CSc1nc2cc3c(cc2c(=O)n1Cc1ccco1)OCO3,2.6,0.3,-7.4,12.6,-3.5,-0.2,0.0,1.6,-5.5,95.0
